# Akt phos inh = HTS Assay for Inhibitors of Akt Phophorylation: Primary Screen; hit rate 0.32% among 360,000; activity change, % for hits at 50 µM; Neuro2A IGF-stimulated pAkt S473 HTRF, 20 min; hits give low values; in the data active means activity change below about -80%; inconclusive means mostly about -51% to -80%; further: on the % scale 0 is the no-effect control and ±100 the full control effect
#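 Single-point screen (50 µM final compound) in Neuro2A cells stimulated 20 min with 6 nM IGF at 37 deg C. After lysis, Ser473-phosphorylated Akt read by HTRF (ex 330 nm, em 615/665 nm) as the 665/615 ratio.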
# PTHR1 agonist = qHTS for PTHR1 Agonists: Primary Screen | HEK293 GP2 PTHR1 cells, GloSensor cAMP luminescence, 1 h | Parathyroid hormone/parathyroid hormone-related peptide receptor (Homo sapiens), Q03431 | Potency, µM (highest dose often 115 µM), inactives show at the highest dose activation, usual class: activators | hit rate 0.075% among 410,000; further: potency means the concentration at half of the fitted maximal effect; nearly all actives have a fitted effect of over 55% in size; some results filed as inactive show a strong effect at the top dose; inactives centre near -15; many of its hits are not listed in these tables
# Target sequence (Q03431 whole entry, looked up): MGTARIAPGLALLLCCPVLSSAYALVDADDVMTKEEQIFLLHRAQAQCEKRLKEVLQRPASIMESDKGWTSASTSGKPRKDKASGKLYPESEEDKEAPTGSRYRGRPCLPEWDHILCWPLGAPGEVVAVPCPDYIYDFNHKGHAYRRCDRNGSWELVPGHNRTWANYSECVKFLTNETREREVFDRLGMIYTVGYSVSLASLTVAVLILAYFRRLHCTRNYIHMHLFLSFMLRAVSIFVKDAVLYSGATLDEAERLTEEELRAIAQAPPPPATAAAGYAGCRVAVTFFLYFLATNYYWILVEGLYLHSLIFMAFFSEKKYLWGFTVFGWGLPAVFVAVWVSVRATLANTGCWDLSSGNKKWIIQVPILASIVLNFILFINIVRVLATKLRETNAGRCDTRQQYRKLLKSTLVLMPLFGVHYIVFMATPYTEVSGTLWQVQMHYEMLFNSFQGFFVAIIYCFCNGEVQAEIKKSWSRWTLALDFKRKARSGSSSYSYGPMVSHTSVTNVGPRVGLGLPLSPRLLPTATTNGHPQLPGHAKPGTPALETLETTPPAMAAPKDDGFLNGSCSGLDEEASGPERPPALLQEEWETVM
#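 HEK-293-derived GP2 cells expressing PTHR1 and a GloSensor cAMP reporter, 3,000/well, plated overnight, given luciferin plus IBMX (each 0.5 mM as added) for 1 h at 37 °C, then compound for 1 h at 37 °C. Luminescence was read after 15 min at room temperature.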
# aSyn rescue = qHTS of alpha-syn Inhibitors; Potency, µM (titrated, usually from 46.1 µM), inactives show top-dose growth rescue (activation), actives largely listed as activators; Yeast expressing alpha-synuclein, growth rescue, BacTiter-Glo, 24 h; hit rate 0.14% among 370,000; further: potency means the concentration at half of the fitted maximal effect; % of control where 0% means no effect; nearly all actives have a fitted effect of over 65% in size
#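 Screening used galactose-induced yeast with toxic alpha-synuclein levels, exposed to compound for 24 hr at 30 deg C. Cell growth, read with BacTiter-Glo luminescence, gave the measured signal.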
# GLP1R inv ag = qHTS of GLP-1 Receptor Inverse Agonists (Inhibition Mode); AID 624417, 2012; Potency, µM (titrated, usually from 38.3 µM), for the others: top-dose activity change, negative = inhibition, most hits filed as inhibitors; hit rate 1.6% among 410,000; HEK293 GLP-1R CRE-luciferase, luminescence, 24 h; GLP-1R form is constitutively active; Glucagon-like peptide 1 receptor (Homo sapiens), P43220; further: potency means the concentration at half of the fitted maximal effect; on the % scale 0 is the no-effect control and ±100 the full control effect; nearly all actives have a fitted effect of over 55% in size
# Target sequence (P43220 whole entry, looked up): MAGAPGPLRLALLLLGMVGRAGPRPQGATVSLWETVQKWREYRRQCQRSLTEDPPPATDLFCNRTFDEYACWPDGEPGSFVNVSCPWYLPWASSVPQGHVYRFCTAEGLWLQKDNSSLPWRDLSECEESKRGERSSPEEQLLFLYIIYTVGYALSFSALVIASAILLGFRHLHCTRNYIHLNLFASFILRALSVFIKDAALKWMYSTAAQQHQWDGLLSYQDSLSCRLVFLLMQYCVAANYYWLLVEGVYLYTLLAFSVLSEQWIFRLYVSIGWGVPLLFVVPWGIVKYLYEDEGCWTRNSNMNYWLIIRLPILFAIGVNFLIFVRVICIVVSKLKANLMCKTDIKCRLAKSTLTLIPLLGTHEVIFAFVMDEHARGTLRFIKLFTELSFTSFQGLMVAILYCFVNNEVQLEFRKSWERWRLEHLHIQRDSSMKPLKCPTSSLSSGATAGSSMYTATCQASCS
#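 Constitutively active GLP-1R drives a cAMP-responsive luciferase in stably transfected HEK293 cells; test compounds are added after overnight (12 h) attachment and left 24 hr, and signal loss in luminescence marks inhibition.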
# GLP1R ag = qHTS of GLP-1 Receptor Agonists | hit rate 0.007% among 380,000 | Potency, µM (titrated, usually from 45.6 µM), without a hit: at the top dose activation, actives largely listed as activators | HEK293 GLP-1R CRE-luciferase, luminescence, 4-6 h; cells express a hypersensitive GLP-1R form; further: potency means the concentration at half of the fitted maximal effect; % of control where 0% means no effect
# TDP43 rescue = qHTS of TDP-43 Inhibitors | hit rate 1.8% among 410,000 | TDP-43 expressing yeast growth rescue, BacTiter-Glo, 24 h | Potency, µM (doses to about 46.1 µM), inactives show at the top dose growth rescue (activation), hits mostly activators; further: potency means the concentration at half of the fitted maximal effect; % of control where 0% means no effect; nearly all actives have a fitted effect of over 50% in size
#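 Cell-based yeast growth screen: TDP-43 expression induced in galactose, inoculum OD600=0.02 after raffinose pregrowth to mid-log. Read-out BacTiter-Glo luminescence at 24 hr, 30 deg C; inhibition of toxicity seen as signal increase.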
# Abeta rescue = qHTS for compounds that reverse cellular toxicity of Amyloid beta (A-beta) peptide in yeast: Primary Screen | yeast expressing A-beta42, growth rescue, OD600, 48 h; response scale: 0% DMSO, 100% iron-clioquinol control | Potency, µM (series often up to 46.1 µM), inactives show at the highest dose growth rescue, most hits filed as activators | hit rate 0.063% among 410,000; further: potency means the concentration at half of the fitted maximal effect; nearly all actives have a fitted effect of over 55% in size
#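 Yeast A-beta toxicity model in growth medium with pinned compounds, 48 h at 30 C; growth read as absorbance at 600 nm. Normalized to FeCl3/clioquinol equimolar mix (positive) and DMSO (negative).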
# DRD3 antagonist = qHTS of D3 Dopamine Receptor Antagonist: qHTS; hit rate 2.5% among 360,000; D(3) dopamine receptor (Homo sapiens), P35462; D3R cells, DiscoveRx beta-arrestin luminescence, antagonist mode; hits give low values; AID 652054, 2013; max response, negative = inhibition, %; in the data active means max response below about -50%; inconclusive means no clear call, values can overlap the other calls; further: on the % scale 0 is the no-effect control and ±100 the full control effect; mostly tested at two doses, the higher about 12 µM
#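 Cells plated overnight at 1500 cells/well, then exposed to library compounds with dopamine controls for 90 minutes at 37 degrees C. DiscoveRx reagent added for 30–60 minutes at room temperature; luminescence read, quantitative HTS format.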
# FUS suppressor = qHTS for Suppressors of FUS Proteinopathy: Primary screen using FUS-linked yeast assay. S. cerevisiae FUS-expressing, growth rescue, OD600, 24 h. Potency, µM (titrated, usually from 76.6 µM), for inactives: at the top dose growth rescue (activation), most hits filed as activators. hit rate 0.24% among 390,000. AID 1347120, 2019;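 further: potency means the concentration at half of the fitted maximal effect; plate controls were DMSO vehicle for no effect and reference control for full effect; nearly all actives have a fitted effect of over 55% in size; some results filed as inactive show a strong effect at the top dose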
#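 Absorbance at 600 nm, taken 24hr after compound addition, measured rescue of FUS-yeast growth at 30C. Induction used 2% galactose with seeding at OD 0.005. Controls: CP55940 from 92uM final, DMSO only.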
# The depositor's hits bear a star; i = inactive; ? = inconclusive; · = not tested or not shown; [ ] = another dose, or the depositor's remark. Unless noted, the call rests on the fitted dose curve; in most records, active means well fitted curve in the direction sought with a large enough effect; inconclusive means small, poorly fitted or top-dose-only effect, or another doubt; inactive means no such curve, though single readings can be large; an effect the other way counts as inactive or inconclusive.
nr	Structure	Akt phos inh	PTHR1 agonist	aSyn rescue	GLP1R inv ag	GLP1R ag
1	CCN(CC)c1ccc(/C=C2\CCC(/C=C(\C#N)C(=O)Nc3ccccc3F)=C2N2CCOCC2)cc1	i	-22%	-1%	9%	5%
2	CN(Cc1ccccc1)c1ncnc2c1nc1n2CCCC1	·	i	·	8%	·
3	Cc1ccc(Cl)cc1N1CCN(C(=O)CCCn2c(=O)c3cccn3c3cccnc32)CC1	i	-13%	1%	?	2%
4	S=C(NCCc1ccccc1)NCc1ccccc1Cl	i	i	4%	?	1%
5	COc1ccc(OCC(=O)NCCS(=O)(=O)N2CCN(c3ccc(F)cc3)CC2)cc1	i	-77%[inhibitor]	-6%	1%	0%
6	Cc1noc(C)c1COc1cccc(C(=O)NCc2ccccc2Cl)c1	?	-2%[57.5 µM]	7%	-11%	1%
7	O=S(=O)(Nc1c(F)cccc1F)c1ccc(Cl)nc1	i	-25%	13%	40%[activator]	-3%
8	CCn1ccnc1CN(C)Cc1cn(-c2ccc(C)cc2)nc1-c1ccc(F)cc1	i	-87%[inhibitor]	6%	?	-3%
9	Clc1cccc(Cc2nn[nH]n2)c1	i	i	-5%	8%	0%
10	C/C=C/c1ccc(OCC(=O)OCC)c(OC)c1	i	?	-4%	10%	1%
11	CCCCn1c(N)c(N(CCOC)C(=O)CN2C(=O)NC3(CC(C)CC(C)(C)C3)C2=O)c(=O)[nH]c1=O (configuration not stated)	i	?	-2%	9%	7%
12	COc1cc(/C=C/C(=O)NC(C)(C)C)ccc1OCc1ccccc1	i	-6%	3%	?	-2%

nr	TDP43 rescue	Abeta rescue	DRD3 antagonist	FUS suppressor
1	-19%	-16%	1	-7%
2	15%	8%	·	-2%
3	?	·	12	?
4	19%	27%	-6	-12%
5	-10%	4%	-3	0%
6	2%	-6%	1	-2%
7	-19%	10%	0	-1%
8	-20%	-9%	49	27%
9	0%	4%	-14	-20%
10	2%	-1%	8	0%
11	-7%	0%	-19	10%
12	23%	-2%	7	-6%

# Following part.
nr	Structure	Akt phos inh	PTHR1 agonist	aSyn rescue	GLP1R inv ag	GLP1R ag
13	Cc1ccccc1CCNC(=O)C1CCC(=O)N(C2CCCCCC2)C1 (configuration not stated)	i	i	-4%	-6%	5%
14	COc1ccc(NS(=O)(=O)c2ccc(NC(C)=O)cc2)cc1OC	i	-12%[57.5 µM]	4%	-3%	-8%
15	CC(=O)c1ccccc1OC(=O)c1ccc(-c2ccccc2)cc1	i	-38%[inhibitor]	-16%	-8%	-5%
16	CCOC(=O)C1CCN(C2=NC(=O)/C(=C/c3ccccc3OC)S2)CC1	i	i	-6%	-8%	-4%
17	Cc1nnc(-c2ccccc2)o1	i	i	3%	-20%	-3%
18	CCN1c2ccccc2-c2nc(SCC(=O)Nc3cccc(C)c3C)ncc2S1(=O)=O	·	-10%	·	-14%	·
19	Cc1nnc(SCC(=O)Nc2ccc3c(c2)OCO3)s1	i	28%	-2%	1%	5%
20	COc1cc(C)c(S(=O)(=O)NOCc2ccccc2)c(C)c1C	i	-29%	?	?	-1%
21	CC(C)C[C@H]1CN([C@@H](CC(C)C)CN2CCCC2CN2C(=S)NC[C@@H]2Cc2ccc(O)cc2)C(=S)N1CCc1ccccc1 (some centres not stated)	i	i	-14%	?	6%
22	COCCNC(=S)NNC(=O)c1cc(C2CC2)nc2ccccc12	i	i	-3%	9%	-4%
23	Cc1ccccc1CC(=O)N1CCN(C(=O)c2ccco2)CC1	i	i	1%	-6%	3%
24	COc1cccc(/C=C2\Oc3cc(OCC(=O)N4CCCCC4)ccc3C2=O)c1OC	i	-27%	11%	?	-1%

nr	TDP43 rescue	Abeta rescue	DRD3 antagonist	FUS suppressor
13	4%	5%	-21	·
14	1%	24%	13	9%
15	25µM*	3%	22	5%
16	23%	-22%	-28	21%
17	-5%	0%	-4	-16%
18	15%	-6%	·	-23%
19	-10%	-16%	0	14%
20	?	-6%	-14	19%
21	2%	13%	-12	?
22	4%	-7%	-7	-22%
23	9%	5%	2	4%
24	?	-5%	-16	?

# Going on with the list.
nr	Structure	Akt phos inh	PTHR1 agonist	aSyn rescue	GLP1R inv ag	GLP1R ag
25	Cc1cccc(C(O)c2ncc(-c3cccc(C(F)(F)F)c3)[nH]2)c1C (configuration not stated)	i	-34%[inhibitor]	7%	?	-5%
26	CCc1ccc2c(c1)C(c1cccs1)=NNC(c1cccnc1)=N2	·	i	·	0%	3%
27	Nc1c(C(=O)Nc2ccccc2F)sc2nc(-c3ccco3)ccc12	i	-10%	0%	0%	-1%
28	COc1ccc(C(=O)NC(=C(Cl)Cl)S(=O)(=O)c2ccc(C)cc2)cc1	i	-12%	-1%	?	4%
29	CCCCCCN1C=C/C(=C\C=C(C#N)C#N)c2ccccc21	i	-23%	-17%	0%	-1%
30	CCOC(=O)N1CCC(NC(=O)Cn2c3c(c(-c4ccccc4Cl)cc2=O)CCC3)CC1	i	-15%	-2%	-8%	-5%
31	CCc1nc2ccc(C(=O)N3CCN(S(=O)(=O)CC)CC3)cn2c1N(CC)CCN(C)C	i	-2%	-5%	13%	0%
32	CC(C)CN(C(=O)CCNC(=O)c1ccccc1Cl)C1CCS(=O)(=O)C1 (configuration not stated)	i	5%	1%[1.84 µM]	11%	-8%
33	C/C(=N/NS(=O)(=O)c1cccc([N+](=O)[O-])c1)c1ccc2c(c1)OCO2	i	-61%[inhibitor]	-11%	8%	-3%
34	CC(=O)Nc1ccc(/C=N/NC(=O)CNC(=O)c2ccccc2)cc1	i	i	-1%	-2%[0.307 µM]	-7%
35	CCOc1ccc(NC(=O)c2c(NCc3cccc(OC)c3OC)sc3c2CCC3)cc1	·	i	·	14%	·
36	COC(=O)C1=C(C)N(c2ccc(C)cc2)/C(=C/c2ccc(O)cc2)C1=O	i	-22%	0%	?	-9%

nr	TDP43 rescue	Abeta rescue	DRD3 antagonist	FUS suppressor
25	19%	-6%	-3	-1%
26	-4%	-14%	-24	13%
27	-21%	-20%	8	108%
28	10%	15%	-2	15%
29	-19%	-30%	-30	·
30	0%	10%	-8	18%
31	26%	-14%	-13	-12%
32	-2%	0%	-19	-8%
33	-25%	10%	-12	2%
34	-9%	-1%	11	-4%
35	7%	2%	·	41%
36	14%	0%	5	-26%

# 6 of the compounds above, as tab-separated lines.
no.	compound	Akt phos inh	PTHR1 agonist	aSyn rescue	GLP1R inv ag	GLP1R ag	TDP43 rescue	Abeta rescue	DRD3 antagonist	FUS suppressor
31	CCc1nc2ccc(C(=O)N3CCN(S(=O)(=O)CC)CC3)cn2c1N(CC)CCN(C)C	i	-2%	-5%	13%	0%	26%	-14%	-13	-12%
32	CC(C)CN(C(=O)CCNC(=O)c1ccccc1Cl)C1CCS(=O)(=O)C1 (configuration not stated)	i	5%	1%[1.84 µM]	11%	-8%	-2%	0%	-19	-8%
26	CCc1ccc2c(c1)C(c1cccs1)=NNC(c1cccnc1)=N2	·	i	·	0%	3%	-4%	-14%	-24	13%
27	Nc1c(C(=O)Nc2ccccc2F)sc2nc(-c3ccco3)ccc12	i	-10%	0%	0%	-1%	-21%	-20%	8	108%
29	CCCCCCN1C=C/C(=C\C=C(C#N)C#N)c2ccccc21	i	-23%	-17%	0%	-1%	-19%	-30%	-30	·
35	CCOc1ccc(NC(=O)c2c(NCc3cccc(OC)c3OC)sc3c2CCC3)cc1	·	i	·	14%	·	7%	2%	·	41%

# More structures:
nr	Structure	Akt phos inh	PTHR1 agonist	aSyn rescue	GLP1R inv ag	GLP1R ag
37	COc1ccc(NC(=S)N(CCC(C)C)C2CCN(C(C)C)CC2)cc1	i	-27%	-6%	?	-5%
38	Fc1ccc(-n2c(Cc3cccs3)n[nH]c2=S)cc1Cl	i	i	7%	15%	3%
39	CCCc1c(C(=O)N/N=C/c2ccc(OCc3ccccc3)c(OC)c2)nnn1-c1nonc1N	i	-27%	8%	-3%	-3%
40	COc1ccc(N(C(=O)CNC(=O)c2cccs2)C(C(=O)NCC2CCCO2)c2ccccc2)c(OC)c1 (configuration not stated)	i	-36%	1%	15%	0%
41	CCOc1cc(N(CC)CC)ccc1/C=C(/C#N)c1nc2ccccc2[nH]1	i	-4%[57.5 µM]	-22%	?	19%
42	CN(C)S(=O)(=O)c1ccc(NC(=O)COC(=O)Cn2[nH]c(=O)c3ccccc3c2=O)cc1	i	-14%	1%	?	1%
43	COc1cccc(/C=C/C(=O)OCC(=O)N(C)CC(=O)Nc2ccccc2Cl)c1OC	i	-16%	0%	-4%	1%
44	CC(C)NC(=O)C1CCN(C2CCN(C(=O)c3scc4c3CCCC4)CC2)CC1	i	-4%	6%	5%	-6%

nr	TDP43 rescue	Abeta rescue	DRD3 antagonist	FUS suppressor
37	-8%	-16%	-54*	-11%
38	-9%	5%	-16	-2%
39	12%	5%	11	18%
40	-22%	-4%	10	8%
41	7.1µM*	-21%	-54*	?
42	-7%	7%	-2	1%
43	14%	7%	11	8%
44	6%	15%	22	6%

# Screening data: PubChem, National Center for Advancing Translational Sciences (NCATS)

# Not all compounds are listed; count on the stated rates, not on these rows.
